# Compound activity: PubChem BioAssay, National Center for Advancing Translational Sciences (NCATS)
# 15-hLO-2 inh: 15-hLO-2 (ALOX15B) enzyme inhibition; AID 881; Potency, µM (highest dose often 57.1 µM), inactives show top-dose activity change, negative = inhibition, actives largely listed as inhibitors; hit rate 0.56% among 110,000; purified 15hLO-2, xylenol orange hydroperoxide absorbance; note: potency is the fitted concentration of half-maximal effect; nearly all actives have a fitted effect of over 60% in size; many of its hits are not listed in these tables
#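 Purified human 15hLO-2 (50 nM final) preincubated with compounds 15 min at room temperature in 25 mM Hepes pH 7.5, 0.01% Triton X-100, then 45 uM arachidonic acid added for 90 min; hydroperoxide detected via ferrous/xylenol orange, 573/405 nm absorbance ratio.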
# PNC assembly inh: blocks assembly of the perinucleolar compartment; AID 2417; hit rate 3.1% among 140,000; activity change (PNC), negative = inhibition, % at 10 µM; PC3M PTB-GFP, PNC prevalence imaging, 16 h; hits give low values;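 active = readout at or below -70, meaning at least 70% loss of cells showing the perinucleolar compartment, a nuclear body marking cancer cells; inconclusive = readout between -30 and a set limit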;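 note: plate controls were DMSO wells for no effect and camptothecin positive control wells for full effect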
#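 PC3M cells stably expressing PTB-GFP, 750–1000 cells/well, treated 16 h at 37 °C with compound (23 nl of library stock), in duplicate. After paraformaldehyde fixation and Hoechst stain, imaged at 20x; PNC prevalence scored by image analysis.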
# IMPase cell inh: IMPase inhibition in cells; CHO-M1 cells, IP1 accumulation, HTRF TR-FRET ratio; inhibition (IP1 accumulation), % at 46.1 µM; 120,000 tested, under 10 active; AID 901; active = well fitted curve in the direction sought with a large enough effect in the signal ratio, not every such curve was filed as active; inconclusive = small, poorly fitted or top-dose-only effect, or a change in a side signal; inactive = no such curve, though single readings can be large or run the other way; the % refers to the signal ratio;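 note: cells stimulated with carbachol in lithium chloride buffer; plate controls were DMSO basal wells for no effect and reference inhibitor wells for full effect; higher means more IMPase inhibition seen as more IP1 and lower FRET ratio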
# Target sequence (P97697 whole entry, looked up): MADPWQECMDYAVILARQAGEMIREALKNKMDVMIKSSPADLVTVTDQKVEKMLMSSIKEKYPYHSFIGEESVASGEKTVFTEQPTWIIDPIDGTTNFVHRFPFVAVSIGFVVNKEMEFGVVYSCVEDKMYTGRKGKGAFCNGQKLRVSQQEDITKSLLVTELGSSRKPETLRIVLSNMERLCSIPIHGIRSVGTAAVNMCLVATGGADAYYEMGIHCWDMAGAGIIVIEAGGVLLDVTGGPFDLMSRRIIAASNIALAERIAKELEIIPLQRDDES
#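 Carbachol-driven Gq signalling in CHO-M1 cells (2000/well) generates IP1. Compounds that block IMPase raise IP1 and so reduce the FRET signal from Eu-anti-IP1 and d2-IP1 after a 10 min room-temperature lysis.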
# 12-hLO inh: inhibitors of human 12-lipoxygenase (ALOX12) | Potency, µM (series often up to 57.1 µM), inactives show at the highest dose activity change, negative = inhibition, hits mostly inhibitors | hit rate 0.12% among 150,000 | purified 12-hLO, xylenol orange hydroperoxide absorbance | P18054; note: potency is the fitted concentration of half-maximal effect; nearly all actives have a fitted effect of over 55% in size; many of its hits are not listed in these tables
# Target sequence (P18054 whole entry, looked up): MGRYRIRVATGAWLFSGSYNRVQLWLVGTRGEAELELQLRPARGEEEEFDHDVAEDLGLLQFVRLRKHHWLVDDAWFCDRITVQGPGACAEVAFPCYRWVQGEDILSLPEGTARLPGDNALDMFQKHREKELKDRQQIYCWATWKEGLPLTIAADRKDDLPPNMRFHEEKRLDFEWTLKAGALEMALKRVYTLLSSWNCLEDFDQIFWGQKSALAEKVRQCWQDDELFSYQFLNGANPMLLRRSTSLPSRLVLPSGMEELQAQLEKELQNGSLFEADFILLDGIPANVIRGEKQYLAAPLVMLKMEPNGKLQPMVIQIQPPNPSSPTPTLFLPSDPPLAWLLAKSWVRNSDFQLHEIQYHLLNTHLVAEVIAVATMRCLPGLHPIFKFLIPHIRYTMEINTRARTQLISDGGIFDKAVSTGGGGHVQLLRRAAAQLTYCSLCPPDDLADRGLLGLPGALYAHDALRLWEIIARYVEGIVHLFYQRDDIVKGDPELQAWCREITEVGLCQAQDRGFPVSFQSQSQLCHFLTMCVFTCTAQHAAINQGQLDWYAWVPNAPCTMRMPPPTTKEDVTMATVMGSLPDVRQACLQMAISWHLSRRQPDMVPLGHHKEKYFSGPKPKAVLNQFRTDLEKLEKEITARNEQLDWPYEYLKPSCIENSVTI
#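 Purified human 12hLO (150 nM), preincubated 15 min with compound, then 40 uM arachidonic acid for 30 min, room temperature, Hepes pH 7.0 with 0.01% Triton X-100. Hydroperoxide detected by ferrous iron/xylenol orange; 573/405 nm absorbance ratio gives reaction progress.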
# Active calls of the source: *; ? = inconclusive; . = no result given; & = joins results of further samples; [ ] = dose if it differs, or a comment. Unless noted, calls come from the whole dose curve; as a rule, active = well fitted curve in the direction sought with a large enough effect; inconclusive = small, poorly fitted or top-dose-only effect, or another doubt; inactive = no such curve, though single readings can be large; an effect the other way counts as inactive or inconclusive. Unless noted, % is set by controls: 0 for no effect and ±100 for the full control effect. An excerpt (hit frequency here may not be typical).
structure	15-hLO-2 inh	PNC assembly inh	IMPase cell inh	12-hLO inh
CC(=O)Oc1ccc(N2C(=O)C3C4C=CC(CO)(O4)C3C2=O)cc1 (stereo not given)	-3%	-18	4	-8%
COc1cccc(N=c2oc3ccc(OC)cc3cc2-c2nc3ccccc3[nH]2)c1	-2%	?	?	-14%
CCOC(=O)c1cc(NC(=O)CSCCO)ccc1Cl	5%	35	9	-2%
CC(=O)Nc1ccc(-c2nnc(SCC(=O)c3ccc4c(c3)Cc3ccccc3-4)n2C)cc1	-15%	?	2	-13%
O=C(C1CC1)N(CCN(C(=O)C1CC1)c1ccccc1)c1ccccc1	3%	1	4	2%
COCCCn1c(=N)c(C(=O)NC2CCCCC2)cc2c(=O)n3ccccc3nc21	.	79	-7&-11	-1%
N#CC1=C(N)SC(N)=C(C#N)C1C1CC=CCC1 (stereo not given)	-9%	-22	4	-4%
Clc1cccc(Cl)c1Cn1cnc(=NCc2ccco2)c2[nH]cnc21	36%[activator]	-7	10	-5%
Cc1ccc(S(=O)(=O)NC(CC(C)C)C(=O)NCc2ccco2)cc1 (stereo not given)	4%	?	5	4%
C/C(=N\NC(=O)c1cc2c(s1)CCC(C)C2)c1cccnc1 (stereo not given)	.	?	-2	?
Cc1ccc(S(=O)(=O)c2c(N)n(/N=C/c3ccco3)c3nc4ccccc4nc23)cc1	-25%	-26	?	-24%
COc1ccc(CCC(=O)OCC(=O)Nc2ccc(C)c(S(=O)(=O)N(C)C)c2)cc1	.	35	.	0%
COc1ccccc1-n1nnnc1SCC(=O)Nc1cc(C)on1	-3%	?	6	4%
O=C(CC(c1ccccc1)c1ccccc1)NCC1CCCO1 (stereo not given)	-2%	22	6	0%
CN(C)c1ncc2ncc(=O)n(C)c2n1	-7%	.	.	-2%
COC(=O)c1cc2c(-c3ccccc3)c(C)c3ccccn3c-2c1C(=O)OC	4%	17	?	1%
Cn1cccc1Cc1nnc(SCC(=O)Nc2nc3ccccc3s2)n1CCc1ccccc1	-9%	26	6	-22%
Cc1cc(N2CCN(S(=O)(=O)Cc3ccccc3)CC2)n2ncnc2n1	9%[11.4 µM]	-99*	0[1.84 µM]	0%
COC(=O)c1ccc(Sc2ccc(C)cc2)c(N)c1	-17%	?	4	-6%
O=C(c1ccc2c(c1)OCCO2)C1CCN(C(=O)c2ccc(F)c(F)c2)CC1	3%	-15	-1	-1%
CCOC(=O)C1CCN(Cc2nc3ccc(Cl)cc3n2CCO)CC1	5%	59	-3	2%
NC(=O)CSC1=Nc2ccccc2C2=NC(CC(=O)NCc3cccs3)C(=O)N12 (stereo not given)	12%	?	-6	-1%
Cc1onc(-c2ccccc2Cl)c1C(=O)NC1CCS(=O)(=O)C1 (stereo not given)	7%	-5	-2	1%
CN(C)C(=O)c1cn(N(C)c2ncc(C(F)(F)F)cc2Cl)c(=O)c2ccccc12	-13%	84	-3	0%
Cc1ccc(-n2c(SCC(=O)Nc3cccc(S(=O)(=O)NC4=NCCCCC4)c3)nc3ccccc3c2=O)cc1	.	6	-1	-3%

# Looked up by structure from the entries so far:
structure	15-hLO-2 inh	PNC assembly inh	IMPase cell inh	12-hLO inh
Cc1onc(-c2ccccc2Cl)c1C(=O)NC1CCS(=O)(=O)C1 (stereo not given)	7%	-5	-2	1%
CN(C)C(=O)c1cn(N(C)c2ncc(C(F)(F)F)cc2Cl)c(=O)c2ccccc12	-13%	84	-3	0%
CCOC(=O)C1CCN(Cc2nc3ccc(Cl)cc3n2CCO)CC1	5%	59	-3	2%
CN(C)c1ncc2ncc(=O)n(C)c2n1	-7%	.	.	-2%
C/C(=N\NC(=O)c1cc2c(s1)CCC(C)C2)c1cccnc1 (stereo not given)	.	?	-2	?
O=C(CC(c1ccccc1)c1ccccc1)NCC1CCCO1 (stereo not given)	-2%	22	6	0%
NC(=O)CSC1=Nc2ccccc2C2=NC(CC(=O)NCc3cccs3)C(=O)N12 (stereo not given)	12%	?	-6	-1%

# The list goes on:
structure	15-hLO-2 inh	PNC assembly inh	IMPase cell inh	12-hLO inh
C=CCNc1nc(NCc2ccccc2)c(C#N)c2c1CN(C)CC2	32%[activator]	20	3	-21%
CC(C)=C(C#N)c1nc2ccccc2s1	-7%	-14	10	1%
Cc1nc2nc(-c3ccco3)nn2c(C)c1Cl	-4%	-18	-11	-2%
Cc1ccccc1CN1C2=NCCCN2c2ccccc21	23%	-10	1	2%
COC(=O)C(CC(C)C)NC(=O)CNC(=O)c1ccccc1C (stereo not given)	-4%	1	2	-2%
CCCC[C@@H]1C[C@H]1C(NC(=O)c1ccc(C(F)(F)F)cc1)c1ccc(C(=O)OC)cc1 (stereo not given in full)	28%	.	.	2%
CCc1ccccc1NC(=O)CN(C)C(=O)CSc1nc2cc(Cl)ccc2s1	.	?	.	4%
CN(C)S(=O)(=O)c1ccc(S(=O)(=O)NC2CCOC(C)(C)C2)cc1 (stereo not given)	.	255	-3	1%
Nc1ccc(Oc2ccc3nc(-c4ccccc4)c(-c4ccc([N+](=O)[O-])cc4)nc3c2)cc1	-16%	-17	13	-6%
COc1ccc2c(c1)c(C(=O)N/N=C/c1cccc(O)c1)c(C)n2C	.	?	.	2%
CC(=O)Nc1ccc(C)cc1	-8%	.	.	-5%
CC(C)c1ccccc1NC(=O)COC(=O)c1ccc(Cl)c(S(=O)(=O)N2CCCCCC2)c1	.	24	.	-1%
CCOc1ccc(C(=O)C(c2ccccc2)N2CCOCC2)cc1 (stereo not given)	2%	6	5	0%
O=C(NC1CCS(=O)(=O)C1)c1cccc(S(=O)(=O)N2CCOCC2)c1 (stereo not given)	-10%	?	-13	9%
CCN(c1ccccc1)S(=O)(=O)c1ccc(F)cc1C	10%[2.29 µM]	?	3	0%
COc1cccc(-c2cn3nc(C)c(C)nc3n2)c1	14%	-23	-10	-6%
CCN(CC)C(=O)c1cccc(-c2ccc(OC)cc2)c1	9%[2.29 µM]	33	20	-2%
O=C(N/C(=C/c1ccco1)C(=O)N1CCCCCC1)c1cccs1	-16%	1	-6	-2%
COc1ccc(Cl)cc1NC(=O)CN1CCC(n2nnc3ccccc32)CC1	.	34	-5	-1%
COc1cnn(-c2ccccc2)c(=O)c1SCc1ccc(Cl)cc1Cl	-3%	?	11	-17%
COc1cccc(N2CCN(C(c3ccccn3)c3nnnn3C(C)(C)C)CC2)c1 (stereo not given)	.	?	10	2%
COc1ccc(NC(=O)/C=C/c2ccccc2[N+](=O)[O-])c(OC)c1	.	?	-6	2%
Nc1nnc(CCOc2ccccc2Cl)s1	10%	50	0	1%
Cc1cc(C(C)(C)C)ccc1OCCOCCN1CCCC1	.	?	.	-4%
COc1cc(C)nc(N2CCCC(C(=O)Nc3cc(Cl)ccc3OC)C2)n1 (stereo not given)	7%	71	?	-9%

# Further records follow:
# Under each structure: 15-hLO-2 inh | PNC assembly inh | IMPase cell inh | 12-hLO inh
CC1(C)CC(=O)/C(=C(\O)c2ccccc2)C(=NCCc2ccccc2)C1
    . | ? | . | 0%
CCOC(=O)CC1C(=O)NCCN1C(=O)c1cc2c(=O)n3cccc(C)c3nc2s1 (stereo not given)
    -4% | 22 | -3 | 0%
COc1ccc(NC(=O)CSc2c(C)nn(-c3nnc(C)c(=O)[nH]3)c2C)cc1
    0% | ? | -11 | -1%
C=CCNC(=O)/C=C/c1ccc(C(C)C)cc1
    . | 29 | . | 0%
Cc1nn(Cc2ccc(Cl)cc2Cl)c(Cl)c1/C=N/NC(=O)CNc1cccc(C(F)(F)F)c1
    . | -24 | 3 | 0%
Cn1c(NC(=O)c2ccccc2)c(-c2ccccn2)c(=O)c2ccccc21
    -4% | 9 | 6 | 6%
C=CCn1c(Sc2nncn2C)nc2c1c(=O)[nH]c(=O)n2C
    . | -3 | 7 | 1%
COc1ccccc1N1CCN(CCCNc2c(C)c(=O)n(C)c(=O)n2C)CC1
    8% | . | 11 | -3%
COc1ccc(NC(=S)NNC(=O)C2CC2c2ccc(C)cc2)cc1 (stereo not given)
    . | 24 | . | 0%
Cc1ccc(S(=O)(=O)N2CCCCC2)cc1NC(=O)COC(=O)Cc1cccc(C(F)(F)F)c1
    . | ? | . | -3%
Cc1ccccc1C1CC(c2ccccc2)Nc2ncnn21 (stereo not given)
    56%[activator] | -18 | 5 | -1%
OC1CCCCC1
    -1% | . | . | -3%
COc1ccc(NC(=O)CN2CC(c3ccccc3)CC2=O)cc1OC (stereo not given)
    . | 10 | -7 | 4%
CCn1cc(C(=O)Nc2cccc(C(=O)OC)c2)c(=O)c2ccc(C)nc21
    -4% | -25 | -10 | 0%
O=C(NCCN1CCOCC1)c1cc(S(=O)(=O)NCCCN2CCCC2=O)ccc1Cl
    -3% | 26 | 20 | 3%
CCCc1cc(C(=O)Nc2sc(C)c(C)c2C(=O)OCC)no1
    -23% | ? | -1 | 2%
CC(C)CNC(=O)c1ccc(NC(=O)c2cccs2)cc1
    . | -3 | . | -1%
CC(C)C(CC(=O)N1CCCCC1)C1CCOC(C)(C)C1 (stereo not given)
    . | 52 | 4 | 5%
COc1cc(/C=N/Nc2nc3ccccc3s2)ccc1OC(=O)c1ccccc1F
    . | 18 | 8 | -9%
O=C1CC(N2CCCc3ccccc32)C(=O)N1c1ccccc1Cl (stereo not given)
    . | -11 | ? | -7%
CC(Sc1nc(N)c2c3c(sc2n1)CSC(C)(C)C3)C(=O)Nc1ccccc1 (stereo not given)
    . | 4 | -9 | 1%
CN(C(=O)CSC1=Nc2ccccc2C2=NC(c3ccccc3)C(=O)N12)C1CCCCC1 (stereo not given)
    ? | -7 | 3 | -1%
Cc1ccc(/C(N)=N/OC(=O)COc2ccccc2Cl)cc1
    8% | -1 | 4 | -2%
CC(=O)Nc1ccc(/C(C)=N/NS(=O)(=O)c2ccccc2)cc1
    . | -30 | . | 1%
Cc1onc(-c2ccccc2)c1C(=O)NC(=S)NNC(=O)c1ccncc1
    . | -14 | . | -1%
Cc1cnc(C(=O)Nc2cccc(-c3nnc4n3CCCCC4)c2)cn1
    4% | 31 | 5 | 0%
O=C(CCN1C(=O)c2ccccc2S1(=O)=O)Nc1ccccc1O
    . | 48 | . | -5%
O=C(COC(=O)c1ccccc1C(=O)c1ccccc1)NCCc1ccc(Cl)cc1Cl
    . | -16 | 8 | -1%
N#Cc1ccc(-c2nc3ccccc3nc2-c2ccccc2)cc1C#N
    . | -19 | ? | -1%
Cc1cc(Cl)c(S(=O)(=O)Nc2ccc3c(c2)OCCO3)cc1OCC(=O)NC1CCCCC1
    -13% | -16 | -4 | 2%
CC1CCCCN1c1nnc(NC(=O)Cn2c(=O)oc3ccccc32)s1 (stereo not given)
    3% | -7 | 4 | -1%
CCOc1ccccc1-c1nc(-c2cc3ccccc3nc2OC)no1
    14% | -7 | 3 | -2%
C/C(=N\O)C(C)(C)NC(=O)Nc1ccc(Cl)cc1
    2% | 25 | 7 | -1%
COC(=O)C1=C(CSc2nc3c(cc2C#N)CN(C)CC3)OC(N)=C(C#N)C1c1ccccc1F (stereo not given)
    . | ? | 4 | -11%
Cc1nn(C)c(C)c1S(=O)(=O)N1CCCC(C(=O)N2CCN(c3ccc(Cl)cc3)CC2)C1 (stereo not given)
    6% | ? | 8 | -2%
CCc1nnc(NS(=O)(=O)c2ccc(NS(=O)(=O)c3ccccc3)cc2)s1
    -6% | 6 | 1 | 1%
